H37Rv inhibition: M. tuberculosis growth inhibition, HTS (AID 449762). one-dose inhibition, % at 25 µM; IC50 in µM for titrated hits. 0.59% of 330,000 active. M. tuberculosis H37Rv growth inhibition, 7H9 media; higher % means a stronger effect; in the data active = a potency from the dose series; inconclusive = inhibition above about 70% without an active follow-up result;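 also: bacterial growth assessed after seven days of incubation; strong numbers were not always called active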
VEEV TC-83 Vero: inhibitors of VEEV TC-83 cytopathic effect, confirmation, Vero cells (AID 588727) | inhibition, % at 20 µM; hits with a dose series show IC50 in µM | Vero cells, VEEV TC-83 cytopathic effect inhibition; higher % means a stronger effect | 0.13% of 350,000 active; in the data active = a potency from the dose series; inconclusive = inhibition mostly from about 14% at the one dose, without a potency; inactive = the rest, 99 in 100 with inhibition below about 12%; also: strong numbers were not always called active
PhoP GFP inhibition: PhoP regulon inhibitors, Salmonella typhi PhoP promoter GFP reporter, confirmatory (AID 1850) | Salmonella Typhi PhoP-promoter GFP reporter, fluorescence, 4 h; higher % means a stronger effect | inhibition, % at 50 µM; hits with a dose series show IC50 in µM | 0.33% of 310,000 active; in the data active = a potency from the dose series; inconclusive = inhibition mostly from about 25% at the one dose, without a potency; inactive = the rest, 99 in 100 with inhibition below about 19%;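 also: 0% = induced wells with vehicle and 100% = uninduced wells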
H1N1 NS1A inhibition: NS1A inhibition, H1N1 influenza, cell based functional assay (AID 504329); one-dose inhibition, % at 12.5 µM; IC50 in µM for titrated hits; NS1A functional cell-based assay, percent inhibition; higher % means a stronger effect; 0.3% of 340,000 active; in the data active = a potency from the dose series; inconclusive = inhibition above about 27% without an active follow-up result; also: strong numbers were not always called active
tuberculosis growth: growth inhibition of non-replicating M. tuberculosis (AID 488890); Mycobacterium tuberculosis non-replicating, growth inhibition; higher % means a stronger effect; one-dose inhibition, % at 25 µM; IC50 in µM for titrated hits; 0.39% of 320,000 active; in the data active = a potency from the dose series; inconclusive = inhibition mostly from about 82% at the one dose, without a potency; inactive = the rest, 99 in 100 with inhibition below about 76%;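 also: plate controls were DMSO cells for no effect and high antibiotic wells for full effect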
VEEV TC-83 Vero 10K pilot screen: recorded beside VEEV TC-83 Vero, whose call it bears; inhibition, %; measured here: 10K pilot screen inhibition
Starred values were filed as active, the others as inactive; i = inactive; ? = inconclusive; / = not tested or not shown.

SMILES	H37Rv inhibition	VEEV TC-83 Vero	PhoP GFP inhibition	H1N1 NS1A inhibition	tuberculosis growth	others
Cc1cc2oc(C(=O)Nc3ccc(S(=O)(=O)Nc4onc(C)c4C)cc3)cc(=O)c2cc1Cl	-3%	i	-13%	16%	29%
CC(Sc1nnc(N)s1)C(=O)Nc1nccs1 (stereo unspecified)	1%	1.3%	-5%	-7%	-8%
CCCCC1=NN(C(=O)c2ccncc2)C(O)(C(F)(F)F)C1 (stereo unspecified)	?	2.2%	0%	/	52%
C=CCn1c(=S)[nH]c2cc(C(=O)Nc3ccc(OC)c(OC)c3)ccc2c1=O	3%	1.5%	-7%	-2%	/
OC(Cc1ccncc1)c1ccccc1Cl (stereo unspecified)	/	i	/	-4%	/
COc1cc(/C=N/NC(=O)c2cc(O)cc(O)c2)ccc1OC(=O)c1ccccc1	0%	6.9%	-5%	7%	1%
CCn1c(Cc2ccccc2)nnc1SC(C)C(=O)NC1CC1 (stereo unspecified)	-7%	1.2%	4%	-16%	9%
O=C(O)c1ncsc1-c1ccccc1	0%	1.3%	3%	-3%	6%
Cc1ccc(NC(=O)c2cc(=O)[nH]c3ccccc23)cc1C	0%	1.1%	7%	1%	-10%
Nc1c(C(=O)NCc2ccco2)c2nc3ccccc3nc2n1CCc1ccccc1	/	5.8%	/	-13%	/
CCN(CC)S(=O)(=O)c1cc(C)ccc1SC	5%	i	-5%	-5%	14%	VEEV TC-83 Vero 10K pilot screen=0.1
CC1CCN(C(=O)c2ccc(NS(=O)(=O)c3cccs3)cc2)CC1	-1%	2.0%	-3%	-4%	3%
Cc1cc(N(CN2CCCC2=O)C(=O)c2ccc(OC(C)C)cc2)no1	4%	1.6%	-1%	-5%	10%
CCCc1ccc(C(=O)NC(=O)c2ccccc2O)cc1	5%	1.6%	-2%	9%	59%
COc1ccc(C2(CNC(=O)/C=C\c3ccco3)CCCC2)cc1OC	1%	i	-2%	-4%	20%
COC(=O)[C@@]1(Cc2ccccc2)[C@@H]2C(=CC(=O)[C@H]2CC(=O)C(=O)N(C)C)CN1C(=O)c1ccccc1	-6%	0.6%	-4%	9%	19%
O=C(Nc1cc(=O)[nH]c(=O)[nH]1)c1cc(Cl)ccc1Cl	1%	i	-2%	-4%	2%
COCCSc1nnc(NC(=O)C2CC(=O)N(c3ccccc3)C2)s1 (stereo unspecified)	10%	1.9%	1%	-3%	-1%
NC(=O)C1CCN(C(=O)/C(=C/c2ccccc2)NC(=O)c2ccccc2)CC1	-1%	0.1%	-3%	-10%	9%
COc1ccc(Br)cc1C(=O)NC(=S)Nc1cc(-c2nc3ccccc3[nH]2)ccc1C	?	11%	-7%	-6%	12%
CCCC1=C(C(=O)OCC)C(c2ccco2)C(C#N)=C(N)O1 (stereo unspecified)	-6%	0.8%	0%	-3%	-11%
CCN(C[C@H]1N[C@@](C)(C(=O)OC)[C@H]2C(=O)N(C)C(=O)[C@@H]12)C(=O)Nc1ccc(C(F)(F)F)cc1	4%	i	/	0%	-8%
CC1(C)CC(=O)C=C(NCc2ccncc2)C1	4%	4.0%	5%	24%	-1%
COc1ccc(C(=O)n2cnc3ccccc32)cc1[N+](=O)[O-]	0%	i	-4%	-3%	-2%
Nc1ccccc1C(=O)N(Cc1ccccc1)Cc1ccccc1	-4%	7.3%	-5%	3%	23%
Going on with the list.
SMILES	H37Rv inhibition	VEEV TC-83 Vero	PhoP GFP inhibition	H1N1 NS1A inhibition	tuberculosis growth	others
CCOC(=O)N1CCC(NC(=O)Cn2cc3c(n2)CCCC3)CC1	-1%	0.4%	9%	-1%	-31%
CSc1nnc(C)c(/C=C/NOCc2cccc(F)c2)n1	4%	2.6%	-3%	-3%	-6%
CCOc1ccc(-n2c(=O)[nH]cc(C(=O)N3CCc4ccccc43)c2=O)cc1	-5%	1.4%	2%	6%	6%
O=C(NCC(c1ccco1)N1CCN(c2ccc(F)cc2)CC1)c1cccs1 (stereo unspecified)	-5%	1.5%	-1%	-4%	13%
O=C(CCCOc1ccccc1)Nc1cccc(S(=O)(=O)N2CCOCC2)c1	-11%	11%	/	7%	19%
CCN(CC)c1ccc2c(-c3ccc(S(=O)(=O)O)cc3S(=O)(=O)[O-])c3ccc(=[N+](CC)CC)cc-3oc2c1	-22%	i	-298%	?	5%
CN(CC(=O)Nc1ccc(F)c(F)c1)S(=O)(=O)c1cccs1	-11%	1.1%	-8%	9%	3%
COc1ccc2c(C)cc(SCC#N)nc2c1	3%	1.5%	4%	28%	-6%
CC(=O)Nc1ccc(C(=O)N(C2=NC(C)CS2)c2ccc(Cl)cc2)cc1 (stereo unspecified)	6%	1.1%	-6%	-7%	38%
CC(=O)Nc1ccc(S(=O)(=O)C(C#N)c2nc3ccccc3nc2NCCO)cc1 (stereo unspecified)	-7%	6.4%	-14%	2%	-2%
CCC(=O)Nc1ccc(C(=O)CSc2nc(N)cc(N)n2)cc1	-10%	0.3%	-5%	-5%	11%
O=S(=O)(c1cccc(C(F)(F)F)c1)c1ccc(O)cn1	-4%	0.4%	2%	-1%	/
CCc1ccc(Nc2nnc(SC(C)C(=O)NC3CC3)s2)cc1 (stereo unspecified)	3%	6.0%	/	-11%	51%
Cc1ccc(C(=O)c2c3ccc([N+](=O)[O-])cc3[n+]([O-])n2CCCC(N)=O)cc1	?	0.6%	-8%	2%	73%	VEEV TC-83 Vero 10K pilot screen=0.0
CS(=O)(=O)N(Cc1ccccc1Cl)c1ccc(C(=O)NCc2ccccn2)cc1	-9%	i	-1%	5%	33%
O=C(/C=C/c1cccnc1)c1ccc(O)cc1	2%	5.3%	-3%	-2%	22%
O=C(c1sc2ccccc2c1Cl)N1CCN(c2ccccc2F)CC1	10%	i	-13%	-8%	17%
COc1ccc(CCNC(=O)CSc2ccc3ccccc3c2)cc1OC	9%	i	2%	0%	55%
COc1ccc(C(=S)N2CCCCC2)cc1Br	-8%	0.6%	-2%	-17%	-3%
CCOc1ccc(OCCN2C(=O)NC(Cc3c[nH]c4ccccc34)C2=O)cc1 (stereo unspecified)	-18%	i	-4%	8%	6%
O=C(CN(Cc1ccccc1)S(=O)(=O)c1ccccc1)N/N=C/c1ccc([N+](=O)[O-])cc1	4%	1.4%	0%	3%	3%
CCCCN(C)CCCNC(=O)c1cc(=O)[nH]c2ccc(S(=O)(=O)N3CCCCC3C)cc12 (stereo unspecified)	0%	0.6%	1%	-11%	4%
COc1ccc2c(c1)C(C)CC(C)(C)N2C(=O)Nc1ccccc1 (stereo unspecified)	-4%	i	0%	1%	-6%
COc1cccc(CCC(=O)N2CCC(n3nccc3NC(=O)CC(C)C)CC2)c1	1%	i	4%	-5%	12%
COc1ccc(N2C3=C(CC4=C2CCCC4=O)C(=O)CCC3)cc1	0%	2.1%	13%	-1%	-11%

A section of the results above, as a working copy:
SMILES	H37Rv inhibition	VEEV TC-83 Vero	PhoP GFP inhibition	H1N1 NS1A inhibition	tuberculosis growth	others
Cc1ccc(C(=O)c2c3ccc([N+](=O)[O-])cc3[n+]([O-])n2CCCC(N)=O)cc1	?	0.6%	-8%	2%	73%	VEEV TC-83 Vero 10K pilot screen=0.0
CS(=O)(=O)N(Cc1ccccc1Cl)c1ccc(C(=O)NCc2ccccn2)cc1	-9%	i	-1%	5%	33%
O=C(/C=C/c1cccnc1)c1ccc(O)cc1	2%	5.3%	-3%	-2%	22%
O=C(c1sc2ccccc2c1Cl)N1CCN(c2ccccc2F)CC1	10%	i	-13%	-8%	17%
COc1ccc(CCNC(=O)CSc2ccc3ccccc3c2)cc1OC	9%	i	2%	0%	55%
COc1ccc(C(=S)N2CCCCC2)cc1Br	-8%	0.6%	-2%	-17%	-3%
CCOc1ccc(OCCN2C(=O)NC(Cc3c[nH]c4ccccc34)C2=O)cc1 (stereo unspecified)	-18%	i	-4%	8%	6%
O=C(CN(Cc1ccccc1)S(=O)(=O)c1ccccc1)N/N=C/c1ccc([N+](=O)[O-])cc1	4%	1.4%	0%	3%	3%
CCCCN(C)CCCNC(=O)c1cc(=O)[nH]c2ccc(S(=O)(=O)N3CCCCC3C)cc12 (stereo unspecified)	0%	0.6%	1%	-11%	4%
COc1ccc2c(c1)C(C)CC(C)(C)N2C(=O)Nc1ccccc1 (stereo unspecified)	-4%	i	0%	1%	-6%
COc1cccc(CCC(=O)N2CCC(n3nccc3NC(=O)CC(C)C)CC2)c1	1%	i	4%	-5%	12%
COc1ccc(N2C3=C(CC4=C2CCCC4=O)C(=O)CCC3)cc1	0%	2.1%	13%	-1%	-11%

(continued)
SMILES	H37Rv inhibition	VEEV TC-83 Vero	PhoP GFP inhibition	H1N1 NS1A inhibition	tuberculosis growth	others
N#Cc1c(-c2ccccc2)ccn(Cc2ccc(Cl)cc2)c1=O	1%	0.8%	11%	-14%	3%
CC1Cc2ccccc2N1C(=O)C1CCN(S(=O)(=O)c2cccs2)CC1 (stereo unspecified)	-5%	0.2%	10%	-5%	7%
CCN(CC(=O)NCc1cccs1)c1ccc(S(=O)(=O)N2CCCC2)cn1	-9%	2.0%	6%	-6%	-5%
CC1CN(S(=O)(=O)c2cc(C(=O)N3CCCCC3C)ccc2Cl)CC(C)O1 (stereo unspecified)	1%	i	/	-4%	-3%
CCc1nnc(NS(=O)(=O)c2ccc(NC(=O)c3ccc(S(=O)(=O)N(CC)CC)cc3)cc2)s1	3%	2.1%	-7%	-5%	21%
COc1cccc(OC)c1CNC(=O)CCSCc1ccccc1F	-5%	0.6%	-9%	-8%	10%
CSc1ncccc1C(=O)OCC(=O)NC(N)=O	4%	3.9%	-6%	20%	1%
C[C@H](CO)N1C[C@H](C)[C@@H](CN(C)S(=O)(=O)c2ccccc2)Oc2ccc(NC(=O)c3ccncc3)cc2C1=O	-5%	1.0%	/	7%	5%
NC(=O)CSc1nc(N)c2c3c(sc2n1)CCCCC3	43%	4.4%	-2%	-2%	?
O=S(=O)(Cc1ccccc1)N1CCN(Cc2ccc3c(c2)OCO3)CC1	1%	1.1%	-5%	1%	13%
COC(=O)c1nc(NC(=O)c2ccccc2Br)n[nH]1	/	6.8%	/	-8%	/
CCOC(=O)[C@@H]1[C@H]2COc3ccc(Br)cc3[C@@H]2N2C(=O)N(c3ccc(Cl)cc3)C(=O)[C@]12C	-1%	i	-2%	-3%	7%
CN(c1ccccc1)S(=O)(=O)c1cccc(NC(=O)c2ccncc2)c1	-2%	i	3%	0%	-3%
CCOC(=O)C1CCCN(C(=O)CCNS(=O)(=O)c2ccc3c(c2)CCC(=O)N3)C1 (stereo unspecified)	-1%	5.7%	-6%	0%	16%
COc1cc(C(=O)Nc2ccc(N3CCN(C(=O)c4ccc(C)cc4)CC3)cc2)cc(OC)c1OC	10%	8.4%	-4%	-10%	8%
COCCN(C(=O)c1csnn1)C(C(=O)NC1CCCCC1)c1sccc1C (stereo unspecified)	6%	0.4%	3%	-3%	5%
NS(=O)(=O)c1ccc(O)c(NC(=O)c2ccc([N+](=O)[O-])o2)c1	15%	5.6%	18%	-5%	/
CCOC(=O)COn1c(=O)c[n+]([O-])c2ccccc21	2%	3.1%	-4%	1%	-22%	VEEV TC-83 Vero 10K pilot screen=0.8
CC(C)CCN1CCN(Cc2ccc(Sc3nncn3C)o2)CC1CCO (stereo unspecified)	2%	0.6%	-6%	-1%	16%
O=C(NCc1ccccc1Cl)c1ccc(S(=O)(=O)Nc2cccc(C(F)(F)F)c2)cc1	-12%	1.9%	-6%	-8%	-7%
COc1c(Cl)cnn(-c2cccc(C)c2)c1=O	1%	1.7%	-3%	-1%	-3%
COc1ccc(OC)c(CN2C(=O)c3ccccc3C2C(=O)NCC2CCCO2)c1 (stereo unspecified)	9%	3.6%	22%	-6%	-1%
C=CC[C@@H](CC(=O)N[C@H](CO)Cc1ccccc1)C(=O)N[C@@H](C)COC(=O)[C@@H](CC=C)CC(=O)OC(C)(C)C	1%	i	/	-4%	21%
Cc1ccccc1C(=O)N1CCN(c2ccc(NC(=O)Cc3ccccc3)cc2)CC1	-6%	6.2%	-16%	-5%	15%
Fc1ccc(C2=CCN(C(c3cccs3)c3nnnn3CCc3ccccc3)CC2)cc1 (stereo unspecified)	3%	5.5%	10%	1%	30%
Nc1cc(Oc2ccc(F)cc2F)cc([N+](=O)[O-])c1	7%	0.7%	-5%	8%	21%	VEEV TC-83 Vero 10K pilot screen=1.0
CCc1nnc(NC(=O)CSc2nnc(C3CC3)n2C)s1	-9%	0.6%	-1%	0%	0%
